Source: PubChem BioAssay
TRHR PAM = allosteric enhancers of human TRH receptor. AID 493056. P34981. 0.66% of 360,000 active. TRHR cells, fluo-8 calcium fluorescence, EC20 TRH enhancement. enhancement, % at 2 µM; in the data active = enhancement above about 30%; also: 0% is about no effect
Target sequence (P34981 whole entry, looked up): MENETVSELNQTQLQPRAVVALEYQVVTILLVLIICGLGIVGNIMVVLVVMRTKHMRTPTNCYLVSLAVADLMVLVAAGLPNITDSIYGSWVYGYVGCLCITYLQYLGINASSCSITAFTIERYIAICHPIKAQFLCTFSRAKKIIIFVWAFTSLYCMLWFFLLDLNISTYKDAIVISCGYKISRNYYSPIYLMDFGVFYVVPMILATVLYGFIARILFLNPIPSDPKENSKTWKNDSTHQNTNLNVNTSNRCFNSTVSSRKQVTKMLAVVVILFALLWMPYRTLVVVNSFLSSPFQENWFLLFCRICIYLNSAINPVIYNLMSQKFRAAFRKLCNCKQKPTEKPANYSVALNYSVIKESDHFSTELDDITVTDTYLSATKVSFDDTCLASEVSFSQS
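Enhancer read-out: after compound pinning and an initial kinetic agonist-mode read, an EC20 of TRH (10 nM final) was injected and fluo-8 calcium signal (Ex 480/Em 530) followed at 1 s/cycle for 100 cycles in TRHR-expressing cells.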
D1 potentiator = enhances dopamine response at the human D1 receptor; P21728; HEK293 TREx D1 cells, calcium flux, dopamine EC20 potentiation; potentiation, % at 10 µM; 0.036% of 360,000 active; in the data active = potentiation above about 30%; also: 0% is about no effect
D2 antag = D2 dopamine receptor (human) antagonism | P14416 | HEK293 TREx D2 cells, calcium flux, dopamine EC80 | inhibition, % at 10 µM | 2% of 340,000 active | AID 485344; in the data active = inhibition above about 30%; also: 0% is about no effect
Target sequence (P14416 whole entry, looked up): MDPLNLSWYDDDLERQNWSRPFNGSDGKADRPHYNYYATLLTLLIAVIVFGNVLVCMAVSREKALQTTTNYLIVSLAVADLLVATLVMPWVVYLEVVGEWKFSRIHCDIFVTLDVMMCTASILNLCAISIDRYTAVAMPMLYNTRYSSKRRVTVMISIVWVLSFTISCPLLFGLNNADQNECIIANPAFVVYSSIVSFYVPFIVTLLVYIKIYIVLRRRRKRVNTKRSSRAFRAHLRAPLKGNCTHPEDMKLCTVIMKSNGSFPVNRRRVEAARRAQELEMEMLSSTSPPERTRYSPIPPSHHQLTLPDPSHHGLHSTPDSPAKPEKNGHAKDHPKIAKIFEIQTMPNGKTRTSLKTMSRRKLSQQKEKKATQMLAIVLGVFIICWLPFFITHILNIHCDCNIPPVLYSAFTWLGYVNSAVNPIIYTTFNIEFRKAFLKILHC
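Dopamine at EC80 is the agonist stimulus; test compounds precede it by 180 s. Calcium flux read kinetically in a force-coupled, inducible HEK293 T-REx D2 cell line.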
D2 ag = D2 dopamine receptor (human) agonism. P14416. HEK293 T-REx D2 cells, calcium flux agonist mode. activation, % at 2 µM. 0.53% of 340,000 active;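 active = activation over 3 SD above normal in the single-dose calcium agonist read, cut at about 30% in these data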; also: 0% is about no effect
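Tetracycline-induced HEK293 T-REx cells with force-coupled D2 receptor, plated overnight at 30 C, loaded with no-wash calcium dye. After a 10 s baseline, compound was pin-added and calcium flux read kinetically for 180 s; calcium rises flagged agonists.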
TRHR ag = agonists of human TRH receptor; AID 493084; 0.18% of 360,000 active; TRHR cells, calcium flux fluo-8, FDSS agonist mode; P34981; activation, % at 2 µM; also: 0% is about no effect
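TRHR-expressing cells loaded with fluo-8 calcium dye; 23 nL library compound pin-transferred, kinetic FDSS fluorescence (Ex 480/Em 530) recorded about 180 s for agonist-induced calcium release, before a 10 nM TRH EC20 addition for potentiator mode.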
D2 PAM = D2 dopamine receptor (human) potentiation; P14416; HEK293 T-REx D2, calcium flux, EC20 dopamine potentiation; potentiation, % at 10 µM; 0.34% of 340,000 active;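 active = potentiation over 3 SD above the plate norm, cut at about 30% in these data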; also: 0% is about no effect
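Potentiation of an EC20 dopamine calcium response is measured in a force-coupled, tetracycline-inducible Hek293 Trex D2 line. Compound-only kinetic reads over 180 s flag agonists before dopamine addition.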
D1 ag = activates the human D1 dopamine receptor. HEK293 T-REx D1 cells, calcium flux, agonist mode. AID 504660. activation, % at 2 µM. P21728. 1% of 360,000 active; also: 0% is about no effect
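Inducible HEK293 T-REx D1 cells, force-coupled to calcium signalling, were plated at 4000 cells/well with tetracycline and held overnight at 30 C. After no-wash calcium dye loading, compound-evoked calcium rise over 180 s flagged agonists.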
D1 antag = blocks dopamine activation of the human D1 receptor. 3.2% of 360,000 active. P21728. activity change, negative = inhibition, % at 10 µM. HEK293 TREx D1 cells, calcium flux, dopamine EC80; active compounds read low. AID 504652; in the data active = activity change below about -30%; also: % is scaled to controls: 0 for no effect and ±100 for the full control effect
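Calcium flux readout: force-coupled, inducible Hek293 Trex D1 line, cells induced overnight at 30 C with tetracycline, dye-loaded 30–90 min at RT. Antagonism scored against EC80 dopamine challenge given 180 s after compound.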
RXFP1 antag = RXFP1 (human) relaxin receptor antagonism; Q9HBX9; HEK293-RXFP1, relaxin-stimulated cAMP HTRF, 30 min; active compounds read low; activity change, negative = inhibition, % at 57.5 µM; 0.59% of 350,000 active;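 active = activity change of -60% or lower, but not beyond a set lower limit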; also: % is scaled to controls: 0 for no effect and ±100 for the full control effect
* = called active by the depositor; x = no result given. Rule as the data show it, unless noted: active = activation above about 30%; inactive = the rest.

cpd | structure | RXFP1 antag | D1 potentiator | D2 antag | TRHR PAM | D1 antag | D1 ag | D2 PAM | TRHR ag | D2 ag
1 | Clc1cccc(C2=NC(c3cccs3)=Nc3ccc(Br)cc3N2)c1 | -31 | 1 | x | -4 | 9 | 3 | 3 | 0.1 | x
2 | CN(CCCNC(=O)CCC(=O)N1CCOc2ccccc21)Cc1ccccc1 | 1 | 4 | -19 | 2 | -28 | 2 | -17 | 0.0 | -0.4
3 | COc1ccc(CCNS(=O)(=O)c2ccc3c(c2)CCN3C(=O)CCC(=O)O)cc1OC | -23 | -6 | -23 | -6 | 8 | 0 | 4 | -0.1 | -2.1
4 | CCc1ccc(C(=O)Nc2ccc(OC)c(S(=O)(=O)N3CCOCC3)c2)cc1 | -21 | 3 | -3 | -2 | -7 | 5 | 7 | -0.2 | 0.3
5 | CCN1CCN(CC(=O)Nc2ccc(OC(F)(F)F)cc2)CC1 | -7 | 0 | -12 | 4 | -2 | 2 | 12 | 0.4 | -1.8
6 | Cc1ccc(-n2c(=O)c3sc4ccccc4c3n(C)c2=O)cc1F | x | 0 | x | 26 | -16 | 2 | 0 | 0.1 | 0.5
7 | COc1ccc(-c2cc(C(=O)N/N=C/c3ccc4c(c3)OCO4)c3ccccc3n2)c(OC)c1 | -11 | -4 | -19 | -11 | -4 | 2 | -15 | -0.5 | 0.5
8 | CCOC(=O)c1nn(-c2ccc(F)cc2)c(=O)cc1OCC(=O)Nc1ccc(OCC)cc1 | -5 | 2 | 5 | 5 | 0 | 3 | 1 | -0.4 | 0.9

Another view of eight compounds above:
1. Clc1cccc(C2=NC(c3cccs3)=Nc3ccc(Br)cc3N2)c1
2. CN(CCCNC(=O)CCC(=O)N1CCOc2ccccc21)Cc1ccccc1
3. COc1ccc(CCNS(=O)(=O)c2ccc3c(c2)CCN3C(=O)CCC(=O)O)cc1OC
4. CCc1ccc(C(=O)Nc2ccc(OC)c(S(=O)(=O)N3CCOCC3)c2)cc1
5. CCN1CCN(CC(=O)Nc2ccc(OC(F)(F)F)cc2)CC1
6. Cc1ccc(-n2c(=O)c3sc4ccccc4c3n(C)c2=O)cc1F
7. COc1ccc(-c2cc(C(=O)N/N=C/c3ccc4c(c3)OCO4)c3ccccc3n2)c(OC)c1
8. CCOC(=O)c1nn(-c2ccc(F)cc2)c(=O)cc1OCC(=O)Nc1ccc(OCC)cc1
Assay by compound | 1 | 2 | 3 | 4 | 5 | 6 | 7 | 8
RXFP1 antag | -31 | 1 | -23 | -21 | -7 | x | -11 | -5
D1 potentiator | 1 | 4 | -6 | 3 | 0 | 0 | -4 | 2
D2 antag | x | -19 | -23 | -3 | -12 | x | -19 | 5
TRHR PAM | -4 | 2 | -6 | -2 | 4 | 26 | -11 | 5
D1 antag | 9 | -28 | 8 | -7 | -2 | -16 | -4 | 0
D1 ag | 3 | 2 | 0 | 5 | 2 | 2 | 2 | 3
D2 PAM | 3 | -17 | 4 | 7 | 12 | 0 | -15 | 1
TRHR ag | 0.1 | 0.0 | -0.1 | -0.2 | 0.4 | 0.1 | -0.5 | -0.4
D2 ag | x | -0.4 | -2.1 | 0.3 | -1.8 | 0.5 | 0.5 | 0.9

Next structures
cpd | structure | RXFP1 antag | D1 potentiator | D2 antag | TRHR PAM | D1 antag | D1 ag | D2 PAM | TRHR ag | D2 ag
9 | Cc1c(C)c(C)c(S(=O)(=O)n2[nH]c(=O)c(CCO)c2C)c(C)c1C | -6 | 3 | 5 | 6 | 7 | 0 | -1 | 0.5 | -0.4
10 | COc1ccccc1N1CCN(c2ccc(Cl)nn2)CC1 | -20 | 5 | -1 | 5 | 1 | 2 | 11 | 0.1 | -0.6
11 | COC(=O)c1ccc(NC(=O)C(=O)NCCc2sc3nc(-c4ccc(OC)cc4)nn3c2C)cc1 | -2 | -2 | x | 2 | x | 0 | -5 | 0.4 | 1.3
12 | N#CC1=C(S)N(c2ccccc2)C(c2ccco2)NC1=O (centres undefined) | -21 | 1 | -8 | 12 | 6 | 8 | 2 | 0.5 | -3.2
13 | CC(C)(C)C(=O)Nc1ccc2nc(SCCOc3ccccc3Cl)sc2c1 | x | 3 | x | 7 | -1 | 30* | x | -1.0 | -1.8
14 | COc1ccc(-n2nc(C)cc2N)cc1 | 4 | -3 | 5 | -2 | 12 | 1 | 9 | 0.3 | 0.1
15 | Nc1cc(-c2cccc(F)c2)nn1S(=O)(=O)c1cccc2nsnc12 | x | 0 | 9 | -7 | 0 | 1 | 5 | -1.2 | -2.0
16 | COC1=CC2(O)CCCC2=CC1=O (centres undefined) | x | -5 | x | -2 | -7 | 1 | 3 | 0.1 | x
17 | C=CCSc1nc2ccsc2c(=O)n1-c1ccccc1 | -4 | -2 | -6 | 4 | 8 | 7 | 13 | -0.7 | -0.6
18 | CC(C)c1ccc(NC2CCCN(C(=O)C3=NN(C)C(=O)CC3)C2)cc1 (centres undefined) | 28 | 0 | -30 | -1 | 2 | 4 | 2 | -0.1 | 0.0
19 | Cc1ccc(-n2[nH]c(C)c(/C=C3/C=Nc4ccccc43)c2=O)cc1C | 1 | 0 | 4 | -2 | 2 | -1 | -1 | -0.2 | 16
20 | O=C(CCC(=O)N(CC(=O)NC1CCCC1)Cc1ccc(F)cc1)Nc1nccs1 | 0 | -7 | 14 | 3 | 17 | -1 | x | -0.3 | 4.8
21 | Cc1noc(C)c1C(=O)N1CCCC(Nc2ccc(C(C)C)cc2)C1 (centres undefined) | 13 | -2 | 7 | -3 | 10 | 3 | 18 | 0.0 | -0.1
22 | O=C(Nc1ccc(Cl)cc1)c1ccncc1 | 7 | -8 | -1 | 7 | 1 | -1 | 14 | -0.2 | 0.5
23 | CCOC(=O)C1=C(c2ccccc2)NC(=O)NC1c1cc(OC)c(O)c([N+](=O)[O-])c1 (centres undefined) | -2 | 1 | x | -1 | -8 | 3 | 8 | -0.2 | x
24 | O=C(CCN1CCCO1)NC1CCCc2c1cnn2-c1ccccc1F (centres undefined) | 9 | -6 | -5 | 1 | 10 | 6 | 5 | 0.1 | 0.0
25 | CC(=O)c1ccc(NC(=S)N2CCN(CCN3C(=O)c4cccc5cccc(c45)C3=O)CC2)cc1 | 13 | -6 | -8 | -1 | 21 | 1 | 4 | 0.2 | -1.1
26 | COc1ccccc1NC(=S)N1CCCc2ccccc21 | -4 | 3 | -4 | 6 | 13 | 2 | -1 | 0.4 | 0.6
27 | Cc1cc(C)c2nc(NNC(=O)c3ccc(S(=O)(=O)N4CCCC(C)C4)cc3)sc2c1 (centres undefined) | 14 | -5 | 6 | 18 | -16 | -2 | -5 | 0.0 | 0.6
28 | O=C(Nc1ccccc1)c1oc2ccccc2c1NC(=O)C1CC1 | -15 | -1 | -3 | -1 | 9 | 1 | -3 | -0.1 | -1.1
29 | Cc1ccc(S(=O)(=O)N2CCN(c3ccccc3)CC2)cc1C(=O)NC1CCCCC1 | 1 | 1 | -11 | 3 | 1 | 7 | -3 | -1.0 | 0.1
30 | CC(NC(=O)c1ccc2c(=O)n3c(nc2c1)CCCCC3)c1ccccc1 (centres undefined) | -6 | -10 | -8 | -4 | 12 | 0 | 10 | -0.1 | -0.7
31 | Cc1sc2ncnc(NCCN3CCOCC3)c2c1C | -4 | -6 | 7 | 15 | -11 | 8 | -7 | 0.7 | 0.7
32 | O=C(OCC(=O)N1CCCCC1)c1ccc2c(c1)C(=O)N(Cc1ccco1)C2=O | -9 | 1 | -14 | 3 | 9 | 1 | -3 | 0.1 | 0.6
33 | N#Cc1c(NC(=O)C2CC(c3ccccc3Cl)=NO2)sc2c1CCC2 (centres undefined) | -25 | 8 | -15 | -7 | -8 | 3 | 1 | -0.2 | -0.2
34 | CC1CCN(C(=O)Cn2c(SCC(=O)Nc3nccs3)nc3ccccc32)CC1 | 6 | -3 | -9 | -4 | -12 | 0 | 4 | -1.4 | 0.8
35 | CCOC(=O)C1CCCN(C(=O)c2nn(-c3ccc(C)cc3)c(=O)c3c2c2ccccc2n3C)C1 (centres undefined) | 2 | 0 | x | -1 | -11 | -1 | 0 | -0.9 | 0.1
36 | Cc1cc(C)nc(N2CCC(C(=O)NCCc3ccccc3)CC2)n1 | -7 | -6 | -6 | -4 | 10 | -1 | 18 | 0.0 | 0.7
37 | CC(C)C[C@@H](CSc1ccc(Br)cc1)N1CCN(CCc2ccccc2)CCC1=O | x | -5 | -5 | -13 | 25 | 13 | -10 | 1.5 | -0.3
38 | C/C(=N\NC(=O)C1(C)CC1(Br)Br)c1ccc(C)cc1C (centres undefined) | -3 | 4 | -4 | -3 | -58* | 4 | -7 | 0.1 | -0.4
39 | Cc1ccc(NC(=O)C2CCN(S(=O)(=O)c3ccc4[nH]c(=O)ccc4c3)CC2)cc1C | -8 | 4 | x | 2 | 2 | 2 | 0 | -0.3 | 2.9
40 | Cc1nn(CC(=O)NCCCN2CC(C)CC(C)C2)c(=O)c2cccn12 (centres undefined) | 9 | -4 | 12 | 4 | -2 | 4 | 0 | 0.4 | -0.6
41 | O=C1C(=O)N(CCN2CCCCC2)c2ccccc21 | 18 | -1 | -1 | 1 | 3 | 0 | 4 | 0.7 | 0.7
42 | O=C(CN1C(=O)C2C3CCC(C3)C2C1=O)OCC(=O)c1ccc(Br)cc1 (centres undefined) | 7 | -5 | -10 | 12 | -20 | 7 | 13 | 0.6 | 1.0
43 | O=C(C1=C[C@H](c2ccc(Br)cc2)C[C@H](OCCCCO)O1)N1CCN(Cc2ccccc2)CC1 | x | -3 | -4 | -10 | -30* | 7 | -18 | -0.6 | 0.0
44 | Cc1cccc(-c2nc3c(C#N)c[nH]n3c2NC2CCCCC2)c1 | -3 | -1 | x | -6 | 1 | 3 | -1 | -0.1 | 0.4
45 | O=C(/C=C/c1ccc(-c2ccccc2[N+](=O)[O-])o1)c1ccc(F)cc1 | 0 | 3 | 6 | -2 | -11 | 0 | -4 | -0.4 | 0.2
46 | Cc1cc(OCCn2cc(C(=O)c3cccs3)c3ccccc32)ccc1Cl | -13 | -6 | x | 10 | -1 | 23 | 2 | -1.3 | 0.1
47 | CCCc1cc(=O)[nH]c(/N=C(\N)Nc2ccccc2)n1 | -9 | -3 | 8 | -3 | 6 | 3 | -2 | 0.2 | 0.5
48 | CCc1ccc(CNC(=O)C2CCN(S(=O)(=O)N3CCC4(CC3)OCCO4)CC2)cc1 | 5 | 4 | -18 | 7 | -9 | 3 | 13 | 1.4 | -0.1
49 | O=C(NC(=S)NCC1CCCO1)c1ccccc1 (centres undefined) | 8 | -10 | x | 2 | 0 | 8 | -1 | 0.3 | x
50 | COc1cccc2cc(NC(=O)C3CCCCC3)c(=O)oc12 | 4 | -5 | -13 | -2 | -24 | 1 | 9 | 0.6 | -1.2
51 | Fc1ccc(-n2nnc(-c3ccccc3)n2)cc1 | -7 | -6 | -10 | 9 | -6 | 3 | 4 | -0.4 | 0.3
52 | COc1cc(NC(=O)c2ccc3c(c2)S(=O)(=O)N=C2CCCCCN23)cc(OC)c1 | -7 | -2 | -2 | 21 | -5 | 5 | 15 | -1.2 | -0.9
